Growth percent in the NCI-60 one-dose screen (48 h, 10 µM unless noted): 100 = growth as untreated, 0 = no growth, -100 = all killed.
UACC-62 – UACC-62 melanoma | hit rate 5.4% among 81,000 | AID 1794756
A549/ATCC – A549/ATCC NSCLC. hit rate 3.7% among 81,000
SK-MEL-28 – SK-MEL-28 melanoma; AID 1794761; hit rate 4.1% among 81,000
SK-MEL-5 – SK-MEL-5 melanoma. hit rate 6.4% among 80,000. AID 1794755
EKVX – EKVX NSCLC | hit rate 3% among 71,000 | AID 1794765
UACC-257 – UACC-257 melanoma. AID 1794764. hit rate 4.4% among 78,000
M14 – M14 melanoma; hit rate 6.2% among 80,000; AID 1794745
HOP-92 – HOP-92 NSCLC cells; hit rate 6.3% among 71,000; AID 1794738
Starred values were filed as active, the others as inactive; . = not tested or not shown. Rule for the calls: active = growth percent below 10; inactive = the rest.

Results follow in this order: UACC-62 | A549/ATCC | SK-MEL-28 | SK-MEL-5 | EKVX | UACC-257 | M14 | HOP-92
> O=C(CCl)N1CCCc2ccccc21
    94.3 | 108.6 | 103.3 | 95.7 | 96.4 | 107.5 | 93.9 | 97.2
> Cc1c2cccnc2c(C)c2c1c1cc(CO)ccc1n2C
    -16.6* | 20.9 | 30.6 | 30.6 | 20.3 | -1.4* | 29.8 | 32.9
> CCCCCCCCCCC(C(O)c1ccccc1)N1CCCCC1 (stereo not drawn)
    -9.8* | 47.3 | -15.9* | -94.3* | 33.5 | -1.2* | -63.8* | -14.8*
> Nc1nnc(-c2ccc(N=Nc3ccc(S(N)(=O)=O)cc3)cc2)s1
    92.3 | 94.5 | 93.3 | 96.8 | 83.2 | 107.9 | 89.7 | 87.9
> CCOC(CNCc1cc(C)c2[nH]c3ccccc3c2c1C)OCC
    77.9 | 81.0 | 97.3 | 79.8 | 90.0 | 76.0 | 64.9 | 64.1
> N=c1c(C(N)=O)cnc2n1CCCCC2
    103.8 | 95.9 | 109.5 | 100.5 | 98.9 | 103.6 | 107.9 | 98.3
> O=S(=O)(Nc1ccccc1Nc1ccccc1)c1ccccc1Cl
    88.1 | 90.6 | 108.0 | 90.8 | 91.2 | 96.0 | 101.4 | 82.5
> O=C(CNCc1cc(=O)oc2ccc3ccccc3c12)Nc1ccc(Cl)cc1
    69.6 | 82.4 | 103.4 | 98.2 | 95.3 | 92.9 | 90.8 | 88.4
> CC(C)CSc1nc(N/N=C/c2cc(Cl)ccc2O)c(C#N)c(-c2ccc(F)cc2)n1
    87.8 | 89.6 | 102.7 | 79.2 | 92.0 | 81.6 | 95.0 | 97.1
> COC1OC(C(C)Br)C2OC(C)(C)OC12 (stereo not drawn)
    90.3 | 98.4 | 112.0 | 93.6 | 87.9 | . | 107.1 | 86.7
> C/C(=N\N1C(=O)c2ccccc2NC1c1ccc(C)cc1)c1c(O)cc(C)oc1=O (stereo not drawn)
    69.4 | 92.3 | 93.6 | 93.7 | 97.4 | 95.5 | 98.2 | 86.5
> Cc1cc(O)c2c(c1)C[C@H]1[C@@H]3CC[C@H]4CC(=O)CC[C@]4(C)[C@H]3CC(=O)[C@]21C
    57.4 | 77.0 | 101.0 | 73.3 | 49.8 | 100.3 | 80.9 | .
> COc1ccc(/C=N/NC(=O)CSc2nc3ccccc3c(=O)n2CCc2ccc(S(N)(=O)=O)cc2)cc1
    66.6 | 76.2 | 98.0 | 70.3 | 91.1 | 115.1 | 83.0 | .
> Cc1ccc(N(CC(=O)Nc2ccc(S(=O)(=O)N3CCC(N4CCCC4)CC3)cc2)S(=O)(=O)c2ccc(Cl)cc2)cc1
    . | 20.2 | -68.3* | -97.6* | 70.1 | . | -68.8* | 50.9
> N#CSc1c[nH]c2ccc(/C=C/C(=O)/C=C(O)/C=C/c3ccc4[nH]cc(SC#N)c4c3)cc12
    26.3 | 12.4 | 31.8 | 41.2 | 28.8 | 25.9 | -5.1* | -21.3*

Of the compounds above, these contain an NH in an aromatic ring.
Results follow in this order: UACC-62 | A549/ATCC | SK-MEL-28 | SK-MEL-5 | EKVX | UACC-257 | M14 | HOP-92
> CCOC(CNCc1cc(C)c2[nH]c3ccccc3c2c1C)OCC
    77.9 | 81.0 | 97.3 | 79.8 | 90.0 | 76.0 | 64.9 | 64.1
> N#CSc1c[nH]c2ccc(/C=C/C(=O)/C=C(O)/C=C/c3ccc4[nH]cc(SC#N)c4c3)cc12
    26.3 | 12.4 | 31.8 | 41.2 | 28.8 | 25.9 | -5.1* | -21.3*

The results go on:
Results follow in this order: UACC-62 | A549/ATCC | SK-MEL-28 | SK-MEL-5 | EKVX | UACC-257 | M14 | HOP-92
> OCC1(CO)CCCC2(COC3(CCCCC3)OC2)C1
    94.9 | 104.3 | 107.6 | 103.1 | 90.6 | 110.0 | 104.6 | .
> C=CCO[C@H]1CO[C@H]2[C@@H]1OC[C@H]2OCC=C
    97.2 | 106.1 | 109.8 | 102.1 | 101.5 | 107.5 | 116.3 | .
> C#CCOC(=O)[C@]1(C)CC[C@]2(C)CC[C@@H]3C(=CC[C@H]4[C@@]3(C)CC[C@H]3C(C)(C)C(=O)CC[C@]43C)[C@@H]2C1
    78.3 | 107.4 | 101.4 | 95.4 | 89.6 | 100.6 | 92.4 | 135.3
> Cc1ccc2c(c1)[nH]c1ccccc12
    93.2 | 99.6 | 107.3 | . | 111.4 | 105.6 | 99.6 | 83.1
> CN1CCN(CCCOc2ccc3ncnc(Nc4ccc(OCc5cccc(F)c5)c(Cl)c4)c3c2)CC1
    -57.8* | . | -86.6* | -98.2* | 30.7 | . | -83.4* | 35.0
> O=C(CNn1c(COc2ccccc2)nc2ccccc2c1=O)Nc1ccc(Cl)cc1
    85.4 | 92.5 | 104.2 | 95.1 | 81.0 | 96.3 | 99.7 | 70.7
> O=C(CN1CCN(Cc2c[nH]c3ccccc23)C(=O)c2ccccc2C1=O)NC12CC3CC(CC(C3)C1)C2
    73.4 | 84.3 | 106.4 | 93.8 | 78.9 | 94.3 | 92.1 | 59.1
> Cc1nn(-c2ccccc2)c2ncnc(N/N=C/c3ccccc3)c12
    90.6 | 92.4 | 98.4 | 92.2 | 89.6 | 113.0 | 103.1 | .
> CSCCC(NC(=O)c1ccccc1)C(=O)N/N=C1\S/C(=C/c2ccc(Cl)cc2)C(=O)N1Cc1ccccc1 (stereo not drawn)
    90.8 | 87.5 | 104.9 | 98.4 | 102.3 | 74.9 | 105.2 | 99.2
> O=C(Nc1ccc(Cl)cc1)Nc1ccc(Cl)cc1
    100.0 | 89.3 | 107.6 | 97.9 | 95.6 | 89.9 | 94.1 | 103.2
> NC/C(=C/F)COc1ccc2nc(NC3CCC(O)CC3)oc2c1 (stereo not drawn)
    86.9 | 91.5 | 105.1 | 102.7 | 69.4 | 103.9 | 105.2 | 104.9
> COc1ccc(C2C=C(c3ccc(Cl)cc3)N=C3SC(C)=CN32)cc1 (stereo not drawn)
    92.4 | 87.6 | 97.0 | 91.4 | . | 86.0 | 100.6 | 81.6
> O=[N+]([O-])c1cccc(N2COc3c(ccc4ccccc34)C2)c1
    89.6 | 98.6 | 109.1 | 96.8 | 94.2 | 97.5 | 104.2 | 79.2
> CCOC(=O)c1c(C)oc2ncnc(Nc3ccc(C(=O)Nc4cccc(Cl)c4)cc3)c12
    67.6 | 95.3 | 104.7 | 92.2 | 102.2 | 116.9 | 95.2 | 92.0
> O=c1c2ccccc2nc(COc2ccccc2)n1NCc1ccc(F)cc1
    56.1 | 106.0 | 108.6 | 95.4 | 91.7 | 113.0 | 108.8 | 89.4
> CN1C(=O)C(=Cc2ccc(OCC(=O)N3CCOCC3)cc2)C(=O)N(C)C1=O
    108.9 | 103.3 | 108.9 | 101.4 | 101.9 | 98.1 | 111.6 | 109.0
> COc1ccc(/C=N/NC(=O)c2ccc(S(C)(=O)=O)cc2)cc1
    97.1 | 70.2 | 113.3 | 107.4 | 101.8 | 71.0 | 106.9 | .
> Cc1cc(C(O)CN(CCCC(C)C)CCCC(C)C)cc2c1ccc1cc(C(C)C)ccc12 (stereo not drawn)
    91.3 | 94.1 | 92.8 | 101.7 | 108.3 | 107.0 | 102.1 | 72.8
> O=C(CSc1nnnn1-c1ccccc1)c1cc2cc(Cl)cc(Cl)c2oc1=O
    98.9 | 88.3 | 110.2 | 101.6 | 100.5 | 93.6 | 95.9 | 101.5
> COc1ccc(/C=C2\Oc3ccc(O)c(O)c3C2=O)cc1
    101.4 | 103.2 | 105.9 | 100.4 | 93.0 | 97.7 | 105.3 | 95.2
> COC(=N)N(Cc1ccccc1)Cc1ccccc1
    97.3 | 103.4 | 117.0 | 111.3 | 103.8 | 101.1 | 91.6 | 126.6
> COc1cc(OC)c(Cl)c(OC)c1
    99.2 | 104.0 | 108.6 | 96.9 | 101.7 | 99.1 | 119.2 | .
> NC1=NC2(CCCc3ccccc32)n2c(nc3ccccc32)N1 (stereo not drawn)
    108.0 | 101.5 | 109.4 | 83.9 | 91.7 | 102.5 | 117.4 | 65.3
> Cc1cc(C)c(NS(=O)(=O)c2ccccc2)c(C)n1
    110.3 | 88.7 | 95.6 | 108.6 | 115.7 | 92.8 | 115.3 | 102.4
> CN1CCN(c2ccnc(SCC(=O)c3ccc(Cl)cc3)n2)CC1
    88.4 | 91.4 | 95.6 | 93.1 | 93.1 | 86.5 | 95.9 | 63.8
> COc1ccc(/C=C(/NC(=O)c2ccccc2)C(=O)O)cc1OC
    101.3 | 95.8 | 111.0 | 101.9 | 108.1 | 94.4 | 106.3 | 103.0
> COC(=O)[C@@H]1CCCN1C(=O)C1CCCN1C(=O)[C@@H](Cc1ccccc1)NC(=S)Nc1cc(C(F)(F)F)cc(C(F)(F)F)c1 (stereo partly drawn)
    56.6 | 52.3 | 85.8 | 60.8 | . | 86.2 | 82.0 | 60.6
> O=S(=O)(c1nc(-c2ccc(Br)cc2)oc1-c1ccc(Cl)cc1)N1CCCC(O)C1 (stereo not drawn)
    53.8 | 47.6 | 79.4 | 82.6 | 50.0 | 80.3 | 69.7 | -14.5*
> N#Cc1nnc2c(C#N)c(NC(=O)c3ccccc3)nn2c1N
    97.4 | 95.8 | 101.4 | 99.7 | 93.3 | 98.5 | 99.0 | 88.6
> O/N=C\c1cc(-c2ccc(Cl)cc2)on1
    95.7 | 104.6 | 108.5 | 95.4 | . | 112.4 | 93.5 | 100.2
> O=S(=O)(NC1c2ccccc2Oc2ccccc21)c1cc(Cl)ccc1Cl
    93.2 | 97.1 | 110.2 | 94.6 | 98.6 | 102.4 | 98.9 | 60.2
> Cc1ccc(-c2c3c(N)nc(-c4cccnc4)nc3nc3c2c(C)nn3-c2ccccc2)cc1
    82.2 | 68.4 | 68.2 | 76.1 | . | . | 97.3 | 46.5
> Cc1ccc(S(N)(=O)=O)cc1Cl
    105.2 | 92.9 | 108.2 | 102.5 | 124.6 | 109.2 | 104.7 | 101.2
> Fc1ccc(NC(=S)N/N=C\c2ccc(Cl)cc2Cl)cc1
    107.7 | 90.4 | 111.5 | 103.2 | 98.4 | 109.2 | 107.7 | 102.4
> COC(=O)[C@]12CC[C@@H](C)[C@H](C)[C@H]1C1=CC(=O)[C@@H]3[C@@]4(C)CC[C@H](OC(C)=O)C(C)(C)[C@@H]4CC[C@@]3(C)[C@]1(C)CC2
    95.2 | 93.5 | 97.0 | 104.4 | 98.3 | 86.8 | 98.2 | 91.2
> CN1CCN(Cc2ccc(C(=O)Nc3ccc4ccccc4c3)cc2)CC1
    90.8 | 87.9 | 100.8 | 57.7 | 83.4 | 90.9 | 98.1 | 58.6
> COc1ccc(-c2nnc(SCC(=O)Nc3ccc(C(=O)/C=C/c4ccc(Cl)cc4)cc3)o2)cc1
    95.3 | 85.2 | 109.6 | 103.1 | 98.7 | 96.3 | 98.9 | 96.4
> CC1(C)C=C(C(=O)O)C(C)(C)N1O
    99.9 | 99.5 | 114.8 | 102.9 | . | 81.8 | 106.6 | 115.7
> COc1cc(Cn2cc3c(c2-c2cc(OC)c(OC)c(OC)c2)CCCc2cnoc2-3)cc(OC)c1OC
    72.2 | 88.5 | 115.8 | 97.6 | 80.1 | 104.2 | 97.0 | 52.1
> CCOC(=O)C1=CSC2=NC(C)=CC(c3cc(OC)c(OC)c(OC)c3)N12 (stereo not drawn)
    82.0 | 92.9 | 95.4 | 87.9 | . | 82.8 | 95.9 | 109.9
> COc1ccc(CC(C)=C(c2ccc(OCCN3CCOCC3)cc2)c2ccc(OCCN3CCOCC3)cc2)cc1
    99.6 | 102.3 | 104.5 | 97.5 | 97.6 | 111.1 | 103.5 | 68.3
> CC1(C)[C@@H]2CC[C@]1(C)[C@@H](OC(=O)CSC#N)C2
    101.7 | 95.3 | 109.6 | 100.4 | . | 101.2 | 96.4 | 111.6
> CCCCNC(=O)c1[nH]cc(-c2ccccc2)c1-c1cc(OC)c(OC)c(OC)c1
    79.6 | 98.3 | 100.1 | 94.3 | 101.8 | 104.7 | 107.0 | 104.6
> Cc1ccc2c(n1)C(=O)C(Br)=C(CCc1ccccc1)C2=O
    84.7 | 107.2 | 102.4 | 93.6 | 88.3 | 97.2 | 89.1 | 96.5
> Nc1nc2ccc(Br)cc2s1
    111.8 | 100.5 | 118.6 | 108.2 | 100.1 | 106.3 | 110.7 | 98.6
> Nc1nc(N)c([N+](=O)[O-])c(=O)[nH]1
    104.6 | 97.8 | 107.1 | 102.2 | 121.0 | 103.5 | 105.6 | .
> CC(=O)O[C@H]1CC[C@]2(C)[C@H]3CC=C4[C@@H]5CC(C)(C)CC[C@]5(C(=O)NC(COC(=O)C(Cl)Cl)(COC(=O)C(Cl)Cl)COC(=O)C(Cl)Cl)CC[C@@]4(C)[C@]3(C)CC[C@H]2C1(C)C
    80.0 | 74.9 | 91.7 | 70.3 | 81.2 | 85.8 | 76.7 | .
> Cc1ccc2c(C)c(C)c(=O)n(C)c2c1
    101.9 | 105.5 | 116.2 | 101.9 | 97.2 | 107.7 | 108.2 | .
> CCCCN1C(=O)CC(C(=O)OCC)=C1C
    90.6 | 109.3 | 93.1 | 110.5 | 89.8 | 107.7 | 92.6 | .
> c1ccc(-c2cn3ccccc3n2)cc1
    102.6 | 112.2 | 109.2 | 113.0 | 96.3 | 125.8 | 115.3 | 100.1

Some of the entries above in another layout.
Compound: CC(=O)O[C@H]1CC[C@]2(C)[C@H]3CC=C4[C@@H]5CC(C)(C)CC[C@]5(C(=O)NC(COC(=O)C(Cl)Cl)(COC(=O)C(Cl)Cl)COC(=O)C(Cl)Cl)CC[C@@]4(C)[C@]3(C)CC[C@H]2C1(C)C
- UACC-62: 80.0
- A549/ATCC: 74.9
- SK-MEL-28: 91.7
- SK-MEL-5: 70.3
- EKVX: 81.2
- UACC-257: 85.8
- M14: 76.7
- HOP-92: .
Compound: Cc1ccc2c(C)c(C)c(=O)n(C)c2c1
- UACC-62: 101.9
- A549/ATCC: 105.5
- SK-MEL-28: 116.2
- SK-MEL-5: 101.9
- EKVX: 97.2
- UACC-257: 107.7
- M14: 108.2
- HOP-92: .
